HepG2 tox – qHTS for Inhibitors of TGF-b: Cytotox Counterscreen. Potency, µM (top dose mostly 46.1 µM), for the others: at the highest dose activity change, negative = cytotoxicity, actives largely listed as cytotoxic. HepG2 CAGA-GFP viability, ATP luminescence, 18 h. AID 588856, 2011. hit rate 0.76% among 410,000; note: potency is the fitted concentration of half-maximal effect; some results filed as inactive show a strong effect at the top dose
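CellTiter-Glo luminescence gave cytotoxicity after 18 hours at 37 degrees C. The cells were HepG2 CAGA-GFP in 1% FBS DMEM, stimulated with 500 pg/mL TGF-beta after compound addition. %Activity was normalised to no-cell wells (complete cell-killing) and DMSO (no toxicity), and curves were fitted and classified.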
HT1080 IDH1KD tx – qHTS for induction of synthetic lethality in tumor cells producing 2HG: qHTS for the HT-1080-IDH1KD cell line; HT-1080 IDH1 knockdown viability, ATP luminescence, 48 h; Potency, µM (highest dose often 46.1 µM), for inactives: at the highest dose activity, negative = toxicity, hits mostly cytotoxic; hit rate 2% among 360,000;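 note: potency is the fitted concentration of half-maximal effect; 0% = DMSO wells and -100% = cell-free medium wells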
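CellTiter-Glo luminescence after 48 h compound exposure at 37 degrees C of IDH1-knockdown HT-1080 cells in 5% FBS RPMI. %Activity scaled between DMSO wells and cell-free media wells, with curves fitted and assigned curve classes.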
MCF10A rerep – A quantitative high throughput screen for small molecules that induce DNA re-replication in MCF 10a normal breast cells; MCF 10A DNA re-replication, Hoechst nuclear intensity, 48 h; AID 624296, 2012; Potency, µM (titrated, usually from 46.1 µM), without a hit: at the highest dose activity, positive = re-replication, most hits filed as activators; hit rate 2.9% among 350,000; note: potency is the fitted concentration of half-maximal effect; % of control where 0% means no effect; nearly all actives have a fitted effect of over 50% in size
ATXN2 expr inh – Primary qHTS for Inhibitors of ATXN expression; HEK-293 ATXN2-luciferase reporter, luminescence, 24 h; hit rate 0.72% among 360,000; Potency, µM (series often up to 57 µM), inactives show at the highest dose activity change, negative = inhibition, actives largely listed as inhibitors; note: potency is the fitted concentration of half-maximal effect; % is set by controls: 0 for no effect and ±100 for the full control effect; nearly all actives have a fitted effect of over 55% in size
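ATXN2-luciferase reporter cells (luciferase flanked by upstream and downstream ATXN2 gene portions) were treated 24 h at 37 °C with compounds at up to 57 uM. SteadyGlo luminescence gave expression; GF-AFC fluorescence gave viability.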
SW480 rereplic – A quantitative high throughput screen for small molecules that induce DNA re-replication in SW480 colon adenocarcinoma cells | SW480 DNA re-replication, Hoechst DNA content imaging, 48 h | Potency, µM (highest dose often 46.1 µM), inactives show top-dose re-replication activation, usual class: activators | hit rate 1.8% among 340,000 | AID 624297, 2012; note: potency is the fitted concentration of half-maximal effect; % of control where 0% means no effect; nearly all actives have a fitted effect of over 55% in size
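DNA re-replication was detected as more nuclei of elevated Hoechst intensity after 48 hr exposure to compound (23 nL pinned per well of 250 cells).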
HT1080-NT tox – qHTS for induction of synthetic lethality in tumor cells producing 2HG: qHTS for the HT-1080-NT fibrosarcoma cell line | HT-1080-NT fibrosarcoma viability, CellTiter-Glo ATP luminescence, 48 h | Potency, µM (doses to about 46.1 µM), without a hit: at the top dose activity, negative = less viability, usual class: cytotoxic | hit rate 1.6% among 360,000;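 note: NT is the 2HG producing partner of a matched IDH1 knockdown line; potency is the fitted concentration of half-maximal effect; 0% = DMSO-treated cells and -100% = media-only wells without cells; nearly all actives have a fitted effect of over 55% in size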
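Luminescent CellTiter-Glo readout after 48 hours of compound exposure at 37 degrees C defined viability of HT-1080-NT cells. Activity was normalized to DMSO wells and cell-free media wells; concentration-response curves were fitted and assigned curve classes.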
ATXN viability – Viability Counterscreen for Primary qHTS for Inhibitors of ATXN expression; S2 cells (HEK-293 line with an ATXN2-luciferase reporter) viability, CellTiter-Fluor protease fluorescence, 24 h; Potency, µM (top dose mostly 56.7 µM), actives largely listed as cytotoxic; hit rate 0.49% among 400,000; note: potency is the fitted concentration of half-maximal effect; nearly all actives have a fitted effect of over 40% in size
IL-1B inflam inh – qHTS for Inhibitors of Inflammasome Signaling: IL-1-beta AlphaLISA Primary Screen; THP-1 LPS/ATP IL-1B secretion, AlphaLISA, 16 h; hits give low values; activity change, % at 57.5 µM; hit rate 4.7% among 360,000; AID 743279, 2014; in the data active = activity change below about -50%; inconclusive = mostly about -30% to -49%; note: % is set by controls: 0 for no effect and ±100 for the full control effect
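Secreted IL-1B measured by AlphaLISA bead assay after 16 h compound exposure of THP-1 cells; compounds (final up to 57.5 uM) added 1 h before LPS (250 ng/mL) and ATP (1.25 mM) stimulation; lower signal means less secretion.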
KB-3-1 tox – qHTS assay for MDR1-selective chemotherapeutics: Primary screen using the parental adenocarcinoma cell KB-3-1. KB-3-1 viability, CellTiter-Glo ATP luminescence, 72 h. Potency, µM (highest dose often 46.1 µM), for the others: at the highest dose activity change, negative = cytotoxic, usual class: cytotoxic. hit rate 1.4% among 400,000; note: potency is the fitted concentration of half-maximal effect; % is set by controls: 0 for no effect and ±100 for the full control effect; nearly all actives have a fitted effect of over 60% in size
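Viability of parental KB-3-1 cells, measured by CellTiter-Glo luminescence, followed a 72 h incubation at 37 °C with pinned compounds in phenol-red-free DMEM containing 10% FBS.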
* = called active by the depositor; i = inactive; ? = inconclusive; . = no result given; [ ] = remark or other dose. Unless noted, calls come from the whole dose curve; as a rule, active = well fitted curve in the direction sought with a large enough effect; inconclusive = small, poorly fitted or top-dose-only effect, or another doubt; inactive = no such curve, though single readings can be large; an effect the other way counts as inactive or inconclusive.

SMILES	HepG2 tox	HT1080 IDH1KD tx	MCF10A rerep	ATXN2 expr inh	SW480 rereplic	HT1080-NT tox	ATXN viability	IL-1B inflam inh	KB-3-1 tox
CCc1ccccc1N1CC(C(=O)Nc2cc(S(=O)(=O)N3CCCC3)ccc2Cl)CC1=O (stereo unspecified)	11%	16%	0%	0%	5%	0%	i	15	-3%
CCOc1ccc(NS(=O)(=O)c2cccc(C(=O)N(C)Cc3ccco3)c2)cc1	-13%	0%	3%	.	-2%	7%	?	-3	5%
Cc1c(C(=O)NCc2ccc3c(c2)OCO3)sc2nc(-c3ccccc3)cn12	-16%	7%	9%	-4%	-17%	4%	i	-17	6%
COc1cc(CCC(=O)OCC(=O)Nc2ccccc2C(C)C)cc(OC)c1OC	4%	28%	?	0%	0%	28%	i	13	15%
Cc1occc1-c1nnc(SCC(=O)NC2CC2)n1C(C)C	1%	9%	11%	-2%	16%	15%	i	9	15%
C/C(N)=C(/C#N)C(=O)CN1CCCCC1	-30%	6%	0%	-13%	4%	-2%	i	9	-2%
CC(C)Cc1ccc(S(=O)(=O)NCC2CCCO2)cc1 (stereo unspecified)	-17%	0%	-7%	-5%	1%	1%	i	27	-2%
COC(=O)c1cc2nc(-c3ccccc3)cc(C)n2n1	10%	2%	-2%	1%	0%	4%	i	9	0%
COc1ccc(S(=O)(=O)N2CCN(CC(=O)NCC3(N4CCOCC4)CCCCC3)CC2)cc1	-15%	10%	-3%	10%	-5%	7%	i	-14	15%
O=C(COc1ccc(S(=O)(=O)NCCc2ccccc2)cc1)N1CCCC1	0%	-3%	-1%	5%	1%	-4%	i	13	-2%
CCN1CCN(c2oc(/C=C/c3ccccc3)nc2C#N)CC1	-12%	-2%	23µM*	.	?	10%	i	0	1%
O=C(C[C@H]1C/C=C\CC[C@H](Cc2ccc(F)cc2)C(=O)OC[C@@H](Cc2c[nH]c3ccccc23)NC1=O)NCCO	0%	1%	-2%	4%	-11%	0%	i	7	0%
COc1ccc(CC(=O)Nc2cccc(/C(C)=N/NC(=O)C3(C)CC3(Br)Br)c2)cc1 (stereo unspecified)	-71%	-15%	7%	0%	2%	4%	?	26	-19%
CC1CCCN(C2=C(Cl)C(=O)N(c3cccc(Cl)c3)C2=O)C1 (stereo unspecified)	-32%	15%	16%	1%	-1%	18%	i	2	0%
Cc1ccc(C(=O)NC(C)CCc2ccccc2)cc1[N+](=O)[O-] (stereo unspecified)	-1%	-4%	23%	0%	-5%	-6%	i	-2	-2%
O=c1c2ccccc2nnn1CSc1nnc2ccccn12	-23%	3%	4%	18%	-18%	-2%	i	-27	10%
COC(=O)[C@@]12CCCCN1[C@H](c1ccc(-c3ccc(F)cc3)c(OC)c1)[C@H]1C(=O)N(C)C(=O)[C@H]12	-1%	11%	6%	-20%	-15%	0%	i	-27	?
CCOC(=O)N1CCN(CCC(=O)Nc2cccc(Cl)c2C)CC1	0%	0%	-6%	-20%	11%	4%	i	0	2%
CCOC(=O)Nc1ccc2c3c(cccc13)-c1ccccc1-2	-32%	?	?	3%	6.5µM*	?	.	25	?
Cc1nn(CC(=O)Nc2nnc(CC(=O)N3CCCC3)s2)c(=O)c2ccccc12	-22%	0%	-1%	7%	-12%	9%	i	25	?
O=S(=O)(c1ccc2c(c1)N(Cc1ccc(Cl)cc1)C1CCCN21)N1CCOCC1 (stereo unspecified)	-14%	0%	0%	1%	-7%	-8%	i	-13	10%
Fc1ccc(NC(=S)NCCN2CCOCC2)cc1	15%	5%	-1%	4%	-109%[inhibitor]	-1%	i	6	20%
CCOc1ccc(N(CC(=O)O)S(=O)(=O)c2ccc(OC)c(OC)c2)cc1	0%	4%	-1%	-3%	-3%	9%	i	4	11%
CCCc1cc(=O)[nH]c(SCC(=O)Nc2oc(C)c3c(C)n[nH]c(=O)c23)n1	-21%	-15%	11%	-8%	0%	-4%	i	48	2%
FC(F)(F)c1nc(-c2cccs2)ncc1-c1nnnn1-c1ccc(Cl)cc1	-28%	?	6.5µM*	22µM*	6%	?	?	-27	?

Printed as active in SW480 rereplic, among the entries above:
Structure	SW480 rereplic	IL-1B inflam inh
CCOC(=O)Nc1ccc2c3c(cccc13)-c1ccccc1-2	6.5µM*	25

Going on with the list.
SMILES	HepG2 tox	HT1080 IDH1KD tx	MCF10A rerep	ATXN2 expr inh	SW480 rereplic	HT1080-NT tox	ATXN viability	IL-1B inflam inh	KB-3-1 tox
Cc1ccc2c(c1)[C@@H](O)C[C@@H](C)N2N=O	4%	9%	-4%	-2%	3%	10%	i	6	5%
O=C(Oc1ccc(C(=S)N2CCOCC2)cc1)c1ccc(Br)cc1	-3%	11%	-1%	1%	3%	3%	i	15	2%
O=c1nc2sc3ccccc3n2c(=O)n1-c1cccc(Cl)c1	-49%	-17%	19%	107%[activator]	8%	-8%	i	0	?
CCN1C(=O)[C@H]2[C@@H](c3ccc(-c4ccccc4)cc3)N3CCCC[C@@]3(C(=O)OC)[C@H]2C1=O	-12%	-22%	0%	2%	?	-21%	i	-6	?
COc1ccc(CCCC(=O)Nc2ccccc2F)cc1	-2%	3%	7%	11%	0%	18%	i	-10	1%
CCCC(C)NC(=O)c1cc(S(=O)(=O)N2CCCCCC2)ccc1OC (stereo unspecified)	2%	0%	0%	.	4%	1%	.	-12	-6%
CCC(C)C(=O)N1CCc2cc(-c3csc(N)n3)ccc21 (stereo unspecified)	-16%	1%	?	49%[activator]	1%	-1%	i	-30	-5%
Nc1nnc(SCc2cccnc2)s1	-7%	-3%	-9%	6%	7%	2%	i	-1	-5%
CC[C@@H]1C/C=C\Cc2ccccc2[C@H](C(=O)C[C@H](O)CC(C)=O)OC1=O	1%	8%	-12%	3%	24%	9%	i	2	?
CC(=O)C1C(c2cccc([N+](=O)[O-])c2)C2C(C)=NN=C2CC1(C)O (stereo unspecified)	-11%	1%	0%	-5%	-7%	-2%	i	9	-3%
Cc1ccc(-n2c(=O)c3c4c(sc3n(CC(=O)Nc3cccc(Cl)c3)c2=O)CCCCC4)cc1C	7%	.	.	1%	.	.	i	.	-1%
CC(=O)Nc1ccc(N2C(=O)CCC2=O)cc1C	2%	-2%	-9%	3%	-9%	-1%	i	1	0%
O=C1C=C(c2ccc3ncccc3c2)C[C@@H](c2ccc3c(c2)OCO3)C1	0%	8.2µM*	?	?	21µM*	10µM*	?	9	?
CCC(C)(C)NC(=O)c1ccc2c(c1)N(CC(=O)OC)C(=O)C(C)(C)O2	-3%	0%	11%	-11%	-2%	0%	i	15	5%
O=C(c1ccco1)N1CCN(Cc2csc(-c3ccccc3Cl)n2)CC1	1%	-21%	19%	12%	21%	-10%	i	-1	.
COc1ccc(NS(=O)(=O)c2ccc(-c3n[nH]c(=S)n3Cc3ccccc3)cc2)cc1	-12%	-5%	2%	-8%	4%	-3%	i	73	-9%
COc1ccc(C)cc1N(CC(N)=O)S(=O)(=O)c1ccc(C)cc1	2%	16%	2%	4%	-2%	17%	i	-7	8%
CCSc1nc(N)nc2c1ncn2C1OC(CO)C(O)C1O (stereo unspecified)	-23%	-4%	-4%	0%	-10%	-1%	i	41	0%
O=C1Nc2cc3c(cc2C1=O)sc1ccccc13	-3%	-6%	?	-30%	-22%	-1%	i	.	-21%
CC(C)(C)N(CC#CCC1(O)c2ccccc2-c2ccccc21)CCO	-5%	-7%	-40%[inhibitor]	-37%	4%	-13%	?	25	-10%
COc1ccnc(-n2cccc2C#N)c1C#N	-4%	7%	3%	-6%	?	1%	i	12	-5%
COc1ccc(S(=O)(=O)NCCc2nnc3ccc(SCc4cccnc4)nn23)cc1	-10%	2%	4%	.	-8%	8%	i	-16	-3%
O=C(CC[C@H]1O[C@@H](n2cnc3c(NC(=O)c4ccccc4)ncnc32)[C@H](O)[C@@H]1O)NCC(c1ccccc1)c1ccccc1	-17%	-9%	.	-4%	.	2%	i	-15	0%
Cn1c(=O)c2c(ncn2Cc2nnc(N)s2)n(C)c1=O	-2%	1%	6%	-8%	?	3%	i	-15	-2%
C#CCNC(=O)C1=C[C@@H](c2cn(C(C)=O)c3ccccc23)C[C@@H](OCc2ccc(CO)cc2)O1	-10%	-7%	5%	-6%	?	-6%	i	17	-6%
SMILES	HepG2 tox	HT1080 IDH1KD tx	MCF10A rerep	ATXN2 expr inh	SW480 rereplic	HT1080-NT tox	ATXN viability	IL-1B inflam inh	KB-3-1 tox
Cc1ccc(N(CC(=O)N2CCN(c3cccc(C)c3C)CC2)S(=O)(=O)c2c(C)nn(C)c2C)cc1	-76%	.	.	-14%	.	.	?	.	-9%
O=S(=O)(c1cccc2nsnc12)N1CCCC1	9%	3%	13%	-4%	-3%	13%	i	-10	0%
OC[C@@H]1CN(CCc2ccccc2)C[C@H](n2cnc3c(N4CCOCC4)ncnc32)O1	-14%	12%	.	13%	.	-1%	i	10	0%
COC(=O)c1ccc(Cn2nc(C(F)(F)F)cc2C)cc1	-3%	8%	-7%	1%	-1%	12%	i	8	33%
CCC/C(=N/NC(=O)c1csc(C)c1C)c1ccc(Cl)s1	-22%	-2%	26%	3%	5%	1%	i	2	-1%
CCOC(=O)C1=C(C)NC(=O)NC1c1ccc(OCC(=O)Nc2ccccc2)c(OC)c1 (stereo unspecified)	-4%	1%	3%	3%	-1%	-11%	i	-7	-6%
COc1ccc(CNCc2ccc(F)cc2)c(OC)c1	0%	1%	-3%	-10%	-4%	1%	i	-26	7%
Cc1c(C(=O)Nc2ccc(Cl)cc2)c2ccccn2c1CCc1ccncc1	-20%	-3%	?	2%	2%	-15%	i	-59*	-10%

From PubChem BioAssay
